# USP2a inh – qHTS Assay for Inhibitors of Ubiquitin-specific Protease USP2a Using CHOP2 as the Reporter. USP2 core, Ub-CHOP2 coupled fluorogenic reporter, 485/531. Potency, µM (series often up to 38.3 µM), for the others: top-dose activity change, negative = inhibition, usual class: inhibitors. 0.01% of 330,000 active;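 note: potency is the fitted concentration of half-maximal effect; plate controls were DMSO wells for no effect and full inhibition by NEM control for full effect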
#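 Deubiquitinase activity read as fluorescence (485/531 nm) after Ub-CHOP2 cleavage activates the enterokinase reporter on its substrate; USP2 core 10nM, Ub-CHOP2 and substrate 25nM each, 30min compound preincubation then 60min RT; data normalized to NEM, curves fitted.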
# Mito fusion act – qHTS Assay for Small Molecule Inhibitors of Mitochondrial Division or Activators of Mitochondrial Fusion | S. cerevisiae fusion-defective mutant growth rescue, CellTiterGlo 48 h | Potency, µM (titrated, usually from 46.1 µM), without a hit: top-dose growth rescue (activation), actives largely listed as activators | 0.23% of 320,000 active;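 note: potency is the fitted concentration of half-maximal effect; % of control where 0% means no effect; nearly all actives have a fitted effect of over 45% in size; temperature-sensitive fusion mutants such as fzo1-1 at 37 °C on non-fermentable ethanol glycerol medium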
#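 S. cerevisiae fusion-defective temperature-sensitive mutants (e.g. fzo1-1, mgm1-5) grown 48 h at 37C in YPEG (ethanol/glycerol non-fermentable) medium with 23 nl compound per well; growth rescue read as CellTiterGlo luminescence.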
# Menin-MLL TR inh – qHTS Assay for Inhibitors Targeting the Menin-MLL Interaction in MLL Related Leukemias: Competition With Texas Red Labeled MLL-derived Mutant Peptide | O00255 | Menin + Texas Red MLL mutant peptide, fluorescence polarization | Potency, µM (doses to about 61.6 µM), without a hit: at the highest dose FP activity change, negative = inhibition, usual class: inhibitors | 0.23% of 270,000 active | AID 1768, 2009; active = well fitted inhibition curve with a large enough effect in the polarisation, with a control signal flat, not every such curve was filed as active; inconclusive = small, poorly fitted or top-dose-only effect, or effect the other way, or a change in a side signal; inactive = no such curve, though single readings can be large or run the other way; the % refers to the polarisation; note: potency is the fitted concentration of half-maximal effect; % of control where 0% means no effect; many of its hits are not listed in these tables
# TSHR antag – Antagonists of the Thyroid Stimulating Hormone Receptor: HTS campaign | activity change, negative = inhibition, % at 11.5 µM | 0.2% of 330,000 active | Thyrotropin receptor (Homo sapiens), P16473 | TSHR-expressing cells, TSH-stimulated cAMP HTRF, 2 h; hits give low values | AID 504810, 2011;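 active = activity change below a set negative limit, meaning inhibition stronger than a set level, cut at about -70% in these data; inconclusive = activity change between two set negative limits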; note: % is set by controls: 0 for no effect and ±100 for the full control effect
# Target sequence (P16473 whole entry, looked up): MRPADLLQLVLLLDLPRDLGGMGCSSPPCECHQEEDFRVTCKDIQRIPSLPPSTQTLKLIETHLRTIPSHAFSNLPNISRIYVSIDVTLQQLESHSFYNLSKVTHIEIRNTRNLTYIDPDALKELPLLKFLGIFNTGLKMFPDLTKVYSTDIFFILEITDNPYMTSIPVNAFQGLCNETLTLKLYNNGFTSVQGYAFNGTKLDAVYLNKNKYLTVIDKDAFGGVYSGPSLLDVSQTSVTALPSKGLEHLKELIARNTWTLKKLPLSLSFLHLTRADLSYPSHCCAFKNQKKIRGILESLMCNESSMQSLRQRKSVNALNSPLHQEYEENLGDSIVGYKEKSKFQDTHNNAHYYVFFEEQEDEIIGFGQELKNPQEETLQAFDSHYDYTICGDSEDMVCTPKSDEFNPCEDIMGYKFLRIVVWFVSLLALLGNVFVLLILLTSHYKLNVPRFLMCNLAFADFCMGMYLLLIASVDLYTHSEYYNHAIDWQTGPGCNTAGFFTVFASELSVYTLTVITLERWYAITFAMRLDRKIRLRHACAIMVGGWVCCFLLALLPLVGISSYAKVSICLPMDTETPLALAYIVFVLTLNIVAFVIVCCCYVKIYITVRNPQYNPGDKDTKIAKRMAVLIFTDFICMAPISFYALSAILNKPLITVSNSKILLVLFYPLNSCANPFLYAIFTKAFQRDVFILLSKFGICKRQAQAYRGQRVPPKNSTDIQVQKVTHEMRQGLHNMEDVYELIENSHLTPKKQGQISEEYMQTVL
#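 TSHR-expressing cells were treated with compounds, then stimulated with TSH at EC80 (4nM final) for 2 hours at 37 deg C. Cellular cAMP was measured by HTRF competition between lysate cAMP and cAMP-d2 for a cryptate-labelled anti-cAMP antibody.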
# PKM2 act – qHTS Assay for Activators of Human Muscle isoform 2 Pyruvate Kinase; Potency, µM (series often up to 57.5 µM), inactives show at the highest dose activation, most hits filed as activators; purified PKM2, Kinase-Glo ATP luminescence, activation; response scale: 0% is enzyme alone, no compound; 0.34% of 260,000 active; AID 1631, 2009; note: potency is the fitted concentration of half-maximal effect; % is set by controls: 0 for no effect and ±100 for the full control effect; nearly all actives have a fitted effect of over 55% in size
#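 Kinase-Glo luminescence reports ATP generated from ADP (0.1 mM) and PEP (0.5 mM) by purified hPK-M2 after 1 h at room temperature, pH 7.2 imidazole buffer; intermediate enzyme activity allows detecting inhibitors and activators.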
# KCNH2 WT inh – qHTS for Inhibitors of KCHN2 3.1: Wildtype qHTS; U2OS, BacMam KCNH2, thallium flux FluxOr; hits give low values; AID 720551, 2013; activity change, % at 1.84 µM; 0.37% of 340,000 active;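 active = maximum activity change below -70%; inconclusive = maximum activity change between -70% and -50%; inactive = maximum activity change above -50%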; note: % is set by controls: 0 for no effect and ±100 for the full control effect
#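 U2OS cells transduced with wild-type KCNH2 virus are loaded with FluxOr dye for 45 min, and thallium flux is measured in kinetic reads before and after stimulation buffer. Rate constants are normalized to DMSO controls.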
# BCR signal inh – qHTS Assay to Find Inhibitors of Chronic Active B-Cell Receptor Signaling; ABC-DLBCL IkBa-CBG/CBR reporter, luminescence ratio, 4 h; Potency, µM (doses to about 46.1 µM), without a hit: at the top dose ratio change, negative = lower green/red ratio, actives largely listed as inhibitors; 0.05% of 340,000 active; AID 493014, 2011; active = well fitted inhibition curve with a large enough effect in the signal ratio, with a control signal flat, not every such curve was filed as active; inconclusive = small, poorly fitted or top-dose-only effect, or effect the other way, or a change in a side signal; the % refers to the signal ratio;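 note: potency is the fitted concentration of half-maximal effect; plate controls were basal doxycycline-induced cells for no effect and cells given 10 µM MG132 for full effect; MG132 reads +100%, hits lower the ratio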
#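 Cell line TMD8 (human ABC DLBCL), stably expressing tet-inducible CBG68-IkBa fusion and CBR; IMDM/0.5% FBS; cpd up to 46 uM; dox induction, 4 h, 37C/5% CO2; dual luminescence; green/red ratio; MG132 control.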
# GALK inh – qHTS Assay for Inhibitors of Human Galactokinase (GALK). 0.007% of 270,000 active. Purified GALK, Kinase-Glo residual ATP luminescence. Potency, µM (doses to about 57.5 µM), without a hit: at the top dose activity change, negative = inhibition, usual class: inhibitors; note: potency is the fitted concentration of half-maximal effect; % is set by controls: 0 for no effect and ±100 for the full control effect
#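 The enzyme phosphorylates galactose (100 uM) using ATP (35 uM); inhibition is detected as higher residual ATP, quantified by bioluminescence after 1 h reaction at room temperature, pH 8.0.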
# MBNL1-CUG inh – qHTS Assay for Inhibitors of MBNL1-poly(CUG) RNA binding | Muscleblind-like protein 1 (Homo sapiens), Q9NR56 | TR-FRET MBNL1-His/biotin-(CUG)12 binding, 665/545 ratio | Potency, µM (doses to about 57.5 µM), for the others: at the highest dose activity change, negative = inhibition, hits mostly inhibitors | 0.036% of 280,000 active; active = well fitted inhibition curve with a large enough effect in the signal ratio, with a control signal flat, not every such curve was filed as active; inconclusive = small, poorly fitted or top-dose-only effect, or effect the other way, or a change in a side signal; inactive = no such curve, though single readings can be large or run the other way; the % refers to the signal ratio; note: potency is the fitted concentration of half-maximal effect; % is set by controls: 0 for no effect and ±100 for the full control effect
#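 His-tagged MBNL1 binding to biotinylated (CUG)12 RNA was measured by TR-FRET using terbium anti-His antibody (0.055 ng/ul final) and streptavidin-XL665 (5 nM final). Compounds were titrated 92 nM to 58 uM; 60 min at room temperature.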
# ASM inhibitor – Inhibitors of Secretory Acid Sphingomyelinase (S-ASM): qHTS. Sphingomyelin phosphodiesterase (Homo sapiens), P17405. placental ASM, HMU-PC fluorogenic substrate, 60 min. Potency, µM (titrated, usually from 57.5 µM), inactives show top-dose activity change, negative = inhibition, most hits filed as inhibitors. 0.006% of 340,000 active; note: potency is the fitted concentration of half-maximal effect
#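 Fluorescence read-out (Ex 386 nm, Em 447 nm) after stopping the reaction at pH 10. Enzyme: ASM from human placenta; substrate HMU-PC0, 9 uM final; 60 min, 37 °C. Compound preincubation 10 min, ambient temperature.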
# Eya2 phos inh – qHTS Assay for Inhibitors of the Phosphatase Activity of Eya2; AID 488837, 2010; 0.006% of 330,000 active; Potency, µM (highest dose often 76.9 µM), without a hit: at the highest dose activity, negative = inhibition, usual class: inhibitors; recombinant Eya2, OMFP fluorescence dephosphorylation (OMFP is methylfluorescein phosphate); note: potency is the fitted concentration of half-maximal effect; % is set by controls: 0 for no effect and ±100 for the full control effect
#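 Eya2 protein (added as 0.2 uM solution) was preincubated with compound for 10 min at ambient temperature in 50 mM HEPES pH 7.5, 50 mM NaCl, 5 uM MgCl2, 0.05% BSA, 1 mM DTT. OMFP (added at 50 uM) then reacted 10 min; fluorescence read at 485/525 nm.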
# The depositor's hits bear a star; ? = inconclusive; . = not tested or not shown; & = joins results of further samples; [ ] = dose if it differs, or a comment. Unless noted, calls come from the whole dose curve; as a rule, active = well fitted curve in the direction sought with a large enough effect; inconclusive = small, poorly fitted or top-dose-only effect, or another doubt; inactive = no such curve, though single readings can be large; an effect the other way counts as inactive or inconclusive.
SMILES,USP2a inh,Mito fusion act,Menin-MLL TR inh,TSHR antag,PKM2 act,KCNH2 WT inh,BCR signal inh,GALK inh,MBNL1-CUG inh,ASM inhibitor,Eya2 phos inh
COc1ccccc1CNC(=O)c1nnc(Cc2ccc(Cl)cc2)o1,-1%,8%,1%,3,-2%,-6,-6%,.,-10%,8%,1%
O=C(O)c1ccccc1/C=N/Nc1ccc(S(=O)(=O)N2CCOCC2)cc1[N+](=O)[O-],-6%,2%,.,-12,3%,-13,6%,-3%,?,-3%,7%
O=C1NN(c2ccccc2)C(=O)/C1=C/c1ccc(-c2cccc(C(=O)O)c2)o1,-6%,-12%,?,-10,.,-6,?,-1%,?,?,-1%
CC1CC(=O)N(c2ccc(NCc3ccc(Cl)cc3)c([N+](=O)[O-])c2)C1=O (configuration not stated),-1%,5%,-14%,5,-6%,0,3%,0%,?,-16%,2%
CCC1CCCCN1S(=O)(=O)c1ccc(C(=O)Nc2nnc(C3=COCCO3)o2)cc1 (configuration not stated),-1%,2%,.,-2,0%,4,-1%,-3%,0%,6%,-6%
CN(Cc1ccccc1)c1ccc(C(=O)O)cc1[N+](=O)[O-],4%,12%,7%,1,9%,1,25%,1%,21%,5%,-2%
COc1cc(CNc2ccc(N3CCOCC3)c(C(=O)O)c2)ccc1OCC(N)=O,1%,1%,-3%,-5,1%,-16,-4%,-2%,-23%,21%,-24%
CCOC(=O)C1CCN(C(=O)CSc2n[nH]c(=O)[nH]c2=O)CC1,4%,-2%,0%,5,-6%,3,3%,3%,?,-1%,-29%
CCCOc1ccc(C(=O)N/N=C/c2ccc(-c3ccc(S(=O)(=O)Nc4ncccn4)cc3)o2)cc1,-12%,?,-2%,-28,-13%,1,4%,-3%,3%,275%[activator],4%
O=C([C@@H]1Cc2ccccc2CN1)N1CCN(Cc2ccccc2)CC1,1%,12%,?,3,.,4,-3%,.,-4%,5%,?
NC(=O)c1ccsc1NC(=O)CSc1nnc(C2CC2)n1Cc1ccccc1,0%,0%,9%,4,8%,-11,-1%,-1%,-6%,3%,6%
Nc1nonc1-n1nnc(C(=O)N/N=C/C2CCCCC2)c1-c1ccccc1,-1%,-5%,.,-13,.,3,4%,-3%,-3%,4%,-2%
Nc1c(C(=O)NCCc2ccccc2)nnn1Cc1ccc(Br)cc1F,-1%,4%,2%,-16,0%,-12,13%,0%,-3%,1%,1%
CC(C)c1ccc(NC(=O)C2CC(=O)N(C(C)C)C2)cc1 (configuration not stated),3%,1%,-1%,3,7%,-8,1%,0%,9%,-2%,-14%
COCCCNC(=O)CSc1nc2cc3c(cc2c(=O)n1CCCC(=O)NCc1ccc(OC)cc1)OCO3,1%,-4%,8%,-4,-1%,-15,5%&-22%,0%,-10%,5%,1%

# 2 entries drawn at random from the list so far, as already listed:
SMILES,USP2a inh,Mito fusion act,Menin-MLL TR inh,TSHR antag,PKM2 act,KCNH2 WT inh,BCR signal inh,GALK inh,MBNL1-CUG inh,ASM inhibitor,Eya2 phos inh
CC1CC(=O)N(c2ccc(NCc3ccc(Cl)cc3)c([N+](=O)[O-])c2)C1=O (configuration not stated),-1%,5%,-14%,5,-6%,0,3%,0%,?,-16%,2%
Nc1c(C(=O)NCCc2ccccc2)nnn1Cc1ccc(Br)cc1F,-1%,4%,2%,-16,0%,-12,13%,0%,-3%,1%,1%

# The list goes on:
SMILES,USP2a inh,Mito fusion act,Menin-MLL TR inh,TSHR antag,PKM2 act,KCNH2 WT inh,BCR signal inh,GALK inh,MBNL1-CUG inh,ASM inhibitor,Eya2 phos inh
CN(CC(=O)Nc1ccc(N2CCOCC2)cc1)CC(=O)Nc1ccc(Cl)cc1[N+](=O)[O-],0%,3%,8%,-6,-4%,-2,-2%,0%,?,-4%,-3%
O=C(O)COCC(=O)Nc1cc(C(F)(F)F)cc(C(F)(F)F)c1,-2%,0%,.,-3,-6%,1,16%,8%,-5%,6%,-12%
O=C(Cn1cc2c(n1)CCCC2)NCc1cccs1,0%,-2%,-9%,5,1%,2,-13%,2%,-4%,4%,5%
COc1cccc(OC)c1C(=O)NC(C)CCc1ccccc1 (configuration not stated),2%,-15%,15%,5,-4%,-11,0%,-2%,5%,3%,-8%
Cc1ccc(C)c(Oc2ccc(S(=O)(=O)N3CCN(C)CC3)cn2)c1,0%,-6%,.,2,.,-8,3%,.,.,-1%,-4%
COc1ccc(CNC(=O)C(c2ccco2)N(C(=O)c2snc(C(N)=O)c2N)c2cccc(OC)c2)cc1 (configuration not stated),-4%,2%,2%,-43,2%,-2,-4%,1%,8%,238%[activator],3%
COc1cc(N=c2ssnc2Cl)cc(OC)c1,0%,4%,?,-6,-32%,1,?,-1%,6%,0%,-29%
O=C(COc1ccc2c(-c3ccccc3)cc(=O)oc2c1)Nc1cccnc1,2%,0%,-2%,-35,.,-12,1%,3%,-2%,0%,9%
CCN1C2OC3OC4C(OC3OC2N(CC)S1(=O)=O)N(CC)S(=O)(=O)N4CC (configuration not stated),5%,-4%,3%,-4,5%,-11,1%,-2%,-11%,5%,-15%
On1onc2c3cc(-c4ccccc4)nc3ccc21,-1%,-27%,?,-25,3%,7,?,-5%,?,-14%,4%
CCOc1ccc(/C=C(\C(=O)O)c2ccc(S(=O)(=O)N3CCCCC3)s2)cc1OC,-2%,.,.,-21,.,-11,4%,.,.,8%,-5%
CCOc1ccc(-c2c(=O)n(OCC)c3ccccc3[n+]2[O-])cc1,-1%,-2%,6%,-4,.,28,-5%,-2%,?,30%[activator],6%
O=C(Nc1cccc(S(=O)(=O)Nc2ccc(Cl)cc2)c1)c1ccc(Cl)nc1,2%,-1%,?,-47,-16%,0,?,-1%,6%,?,-1%
CCOc1ccc(NC(=O)c2cccnc2C(=O)O)cc1,0%,-7%,26%,10,-3%,8,-4%,4%,6%,4%,-7%
N#CCC(=O)Nc1ccc(C(=O)NCc2ccccn2)cc1,8%,2%,18%,2,-3%,11,-8%,11%,.,-2%,-3%
COc1ccc(C(=O)Oc2ccc3c(C)cc(=O)oc3c2C(C)=O)cc1,-2%,-3%,3%,-6,13%,0,-13%,-2%,?,268%[activator],-4%
O=C1CN(c2nc(-c3ccccc3)c3ccccc3n2)c2ccccc2N1,4%,-2%,-3%,-7,1%,-10,-19%,3%,.,0%,0%
COCCN(C(=O)C1CC1)c1nnc(-c2cccc(C)c2)s1,8%,15%,-7%,-11,3%,-2,1%,-2%,7%,0%,-6%
COc1ccc(C2CC(c3ccccc3)=NN2C(=O)CSc2ncn[nH]2)cc1 (configuration not stated),4%,4%,-4%,4,-3%,-2,?,-2%,1%,-4%,-1%

# Full records, looked up by structure. Order of values: USP2a inh, Mito fusion act, Menin-MLL TR inh, TSHR antag, PKM2 act, KCNH2 WT inh, BCR signal inh, GALK inh, MBNL1-CUG inh, ASM inhibitor, Eya2 phos inh
# Results for O=C1CN(c2nc(-c3ccccc3)c3ccccc3n2)c2ccccc2N1 : 4%, -2%, -3%, -7, 1%, -10, -19%, 3%, ., 0%, 0%
# Results for COc1ccc(C2CC(c3ccccc3)=NN2C(=O)CSc2ncn[nH]2)cc1 (configuration not stated) : 4%, 4%, -4%, 4, -3%, -2, ?, -2%, 1%, -4%, -1%

# Assay outcomes from PubChem.

# An excerpt; count on the stated rates, not on these rows.
